Shiga toxin inh: blocks Shiga toxin action in Vero cells; Vero cells, Shiga toxin protein synthesis inhibition reporter; inhibition, % at 38.7 µM; AID 2315; 9.2% of 290,000 active; in the data active = inhibition mostly above about 28%, no sharp cut-off; inactive = mostly below about 43%; note: 0% is about no effect
AMA1-RON2 inh: inhibitors of Plasmodium falciparum AMA1-RON2 interaction; AID 720542; Potency, µM (titrated, usually from 58.2 µM), for inactives: at the highest dose activity change, negative = inhibition, most hits filed as inhibitors; AlphaScreen AMA1-biotinylated RON2 peptide binding; 0.2% of 360,000 active;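 note: potency is the fitted concentration of half-maximal effect; 0% = vehicle wells and -100% = peptide control; nearly all actives have a fitted effect of over 45% in size; some results filed as inactive show a strong effect at the top dose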
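AMA1 (3D7) with his tag at 25 nM final met compounds first, then biotinylated RON2 peptide at 25 nM; detection used donor plus acceptor beads, 10 µg/mL apiece, read by AlphaScreen after 30 min at room temperature.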
Tb PYK inh: T. brucei pyruvate kinase inhibition. Q57TT1. TbPYK enzyme, Kinase-Glo Plus ATP luminescence, 45 min. Potency, µM (series often up to 76.8 µM), without a hit: top-dose activity, negative = inhibition, hits mostly inhibitors. 0.12% of 410,000 active; note: potency is the fitted concentration of half-maximal effect; % is set by controls: 0 for no effect and ±100 for the full control effect; nearly all actives have a fitted effect of over 50% in size
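Readout: single end-point luminescence (Kinase-Glo Plus, 10 min). Reaction conditions were TbPYK/substrate plus 130 uM ADP, 45 min at RT, pH 7.2 TEA buffer. No-enzyme wells served as controls, and data were normalized before concentration-response fitting.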
LmPK inh: LmPK (Leishmania mexicana) enzyme inhibition | Q27686 | purified LmPK, Kinase-Glo ATP luminescence, 1 h | Potency, µM (highest dose often 57.5 µM), without a hit: top-dose activity change, negative = inhibition, actives largely listed as inhibitors | 0.37% of 290,000 active; note: potency is the fitted concentration of half-maximal effect; % is set by controls: 0 for no effect and ±100 for the full control effect
Target sequence (Q27686 whole entry, looked up): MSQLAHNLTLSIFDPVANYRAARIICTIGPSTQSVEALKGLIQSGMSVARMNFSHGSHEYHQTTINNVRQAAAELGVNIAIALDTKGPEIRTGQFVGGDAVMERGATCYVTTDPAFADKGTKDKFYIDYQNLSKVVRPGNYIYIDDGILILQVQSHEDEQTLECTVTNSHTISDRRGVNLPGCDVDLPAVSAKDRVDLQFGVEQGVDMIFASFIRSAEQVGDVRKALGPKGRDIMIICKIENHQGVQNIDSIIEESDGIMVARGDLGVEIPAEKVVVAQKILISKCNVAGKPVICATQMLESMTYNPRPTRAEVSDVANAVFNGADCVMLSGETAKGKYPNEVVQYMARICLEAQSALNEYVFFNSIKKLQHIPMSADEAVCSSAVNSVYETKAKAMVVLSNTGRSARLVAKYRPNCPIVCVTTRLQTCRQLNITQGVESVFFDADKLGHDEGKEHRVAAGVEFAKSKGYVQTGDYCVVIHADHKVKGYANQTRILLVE
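In 50 mM imidazole pH 7.2 with 7 mM MgCl2, LmPK (0.1 nM) turned over PEP (0.5 mM) and ADP (0.1 mM) for 1 h at room temperature. Luciferase read-out of ATP.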
Cycloheximide cs: counter-screen for Shiga toxin inhibitors: cycloheximide protein synthesis inhibition. cell reporter, cycloheximide protein synthesis inhibition counterscreen. max response, %. 12% of 300,000 active. AID 2314; in the data active = max response mostly above about 13%, no sharp cut-off; inactive = mostly below about 14%; note: read at 38.3 µM for the half of the compounds with a filed dose; 0% is about no effect
Pf growth 48h: P. falciparum growth inhibition at 48 hours (one generation); P. falciparum luciferase growth in erythrocytes, 48 h; 5.9% of 310,000 active; Potency, µM (doses to about 28.7 µM), without a hit: at the highest dose activity change, negative = inhibition, hits mostly inhibitors; AID 504832; note: potency is the fitted concentration of half-maximal effect; % is set by controls: 0 for no effect and ±100 for the full control effect
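Luminescence readout; reporter = integrated firefly luciferase in P. falciparum. RBC culture at 2% hematocrit, 0.1% parasitemia final, 37 C/5% CO2; decreased signal taken as growth inhibition.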
Pf growth 96h: P. falciparum growth inhibition at 96 hours; 6.9% of 320,000 active; Potency, µM (series often up to 28.7 µM), for the others: at the highest dose activity change, negative = inhibition, most hits filed as inhibitors; P. falciparum luciferase reporter growth, 96 h; note: potency is the fitted concentration of half-maximal effect; % is set by controls: 0 for no effect and ±100 for the full control effect
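Luminescence readout: decreased luciferase signal marks inhibited growth of reporter-expressing P. falciparum in infected red cells (2% hematocrit, 0.05% parasitemia final), exposed to compound two generations (96 h, 37 C, 5% CO2).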
* marks the source's active call; other numbers are inactive results; i = inactive; ? = inconclusive; nt = no result given; & = joins results of further samples; [ ] = dose if it differs, or a comment. Unless noted, calls come from the whole dose curve; as a rule, active = well fitted curve in the direction sought with a large enough effect; inconclusive = small, poorly fitted or top-dose-only effect, or another doubt; inactive = no such curve, though single readings can be large; an effect the other way counts as inactive or inconclusive. Compounds were not picked by outcome; overall some 21% were active at least once.

SMILES	Shiga toxin inh	AMA1-RON2 inh	Tb PYK inh	LmPK inh	Cycloheximide cs	Pf growth 48h	Pf growth 96h
COc1ccc(C(=O)NCC(=O)N2CCC3(CC2)NCCc2[nH]cnc23)cc1	18	16%	9%	0%	14	28%	31%[activator]
CCOC(=O)c1sc(NC(=O)CCN2C(=O)c3cccc([N+](=O)[O-])c3C2=O)c(C(=O)OCC)c1C	-11	3%	3%	1%	-3	12%	27%
C/C=C/C=C\C(=O)Nc1cccc(C2=NOC3(C2)C[C@@H](C(N)=O)N(C(=O)/C(C)=C/C)C3)c1 (some centres undefined)	-5	-15%	-17%	-2%	-8	45%[activator]	70%[activator]
CCOC(=O)c1sc(NC(=O)CSc2ccccn2)c(C#N)c1C	-7	-1%	9%	2%	-4	2%	5%
Fc1ccc(-n2c(-c3cccs3)nc3nc4ccccc4nc32)cc1	2	-8%	-9%	-3%	-5	-9%	?
O=C(Cc1coc(-c2ccc(F)cc2)n1)Nc1ccccc1	13	-12%	5%	3%	21	25%	30%[activator]
CCOc1[nH]n(-c2ccccc2)c(=O)c1C=Nc1ccc(C)cc1	9	-1%	-7%	0%	13	-7%	6%
COC(=O)c1ccc(NC(=O)C(=O)c2cccn2C)cc1	54*	10%	?	?	29*	307%[activator]	i
COc1ccccc1N(CC(=O)NCCSCc1ccc(Cl)cc1)S(C)(=O)=O	-6	0%	-4%&-7%	-7%	-10	-15%[0.00184 µM]	?
COc1cc(C(C)=O)ccc1OCc1cc(C(=O)N2CCSCC2)no1	8	14%	0%	3%	18	45%	?
COc1ccc(NC(=O)CCC(=O)c2ccc(-c3ccccc3)cc2)cc1	40	2%	4%	-3%	-5	0%	34%[activator]
O=C(Cc1ccc(Cl)cc1)Nc1ccc(N2CCN(C(=O)c3ccco3)CC2)c(Cl)c1	13	-21%	-3%	1%	9	12µM*	-10%
COc1ccc(S(=O)(=O)NCc2ccc(C)cc2)cc1	-15	0%	-9%	10%	-5	13%	-10%
CCOc1ccc(NC(=O)c2cccc(NC(C)=O)c2)cc1S(=O)(=O)N1CCCC1	nt	14%	0%	nt	nt	31%[activator]	?
COc1ccc(S(=O)(=O)NC(CC(=O)NCc2ccco2)C(C)C)cc1 (centres undefined)	-3	-3%	10%	-1%	-3	-8%	?
O=C(NCCc1c[nH]c2ccccc12)/C(=C\c1cccnc1)NC(=O)c1ccccc1F	-8	-4%	-1%	0%	1	?	-25%
Cc1cc(=O)[nH]c(SCC(=O)N(CCC#N)c2ccccc2)c1C#N	-5	0%	3%	4%	1	-21%	-18%
C=CCN1C(=O)c2ccc(C(=O)N(C)CC(=O)Nc3ccccc3Br)cc2C1=O	-7	18%	9%	-1%	-2	2%	1%
Cc1ccc(S(=O)(=O)N2CCCC2)cc1[N+](=O)[O-]	-10	2%	2%	-3%	1	-17%	?
O=C(Cc1cccs1)Nc1nc(-c2ccc(F)c(F)c2)cs1	44*	0%	-22%	-6%	11	?	?
FC(F)(F)c1cccc(N2CCN(C(=S)NCC3CCCO3)CC2)c1 (centres undefined)	-17	2%	-3%	-8%	3	?	41%[activator]
CCN(CC)S(=O)(=O)c1ccc2c3c(cccc13)C(=O)N2	-15	11%	-1%	3%	10	-16%	-21%
Cc1ccc(N(CC(=O)O)S(C)(=O)=O)cc1Cl	2	-7%	-2%	1%	-5	14%	30%[activator]
N#CN(CC(N)=O)c1nc(N2CCCCC2)nc(N2CCCCC2)n1	-17	-2%	4%	-1%	-3	?	-8%
Cc1ccc(C(CNS(=O)(=O)c2ccc(F)cc2)N2CCN(C)CC2)cc1 (centres undefined)	nt	-4%	0%	nt	nt	5%	57%[activator]
Cn1ccc2c(OCC(=O)Nc3ccc([N+](=O)[O-])cc3)cccc2c1=O	-3	nt	2%	nt	6	nt	nt
O=C(C1CCC(=O)N1C1CCCCC1)N1CCN(c2ccc(F)cc2)CC1 (centres undefined)	-6	-4%	5%	-6%	-1	-11%	11%
CSc1ccc(CNCCCSc2ncccn2)cc1	11	-3%	2%	-1%	6	-14%	?
CCOC(=O)C1CCCN(C(=O)CC(C)c2ccccc2)C1 (centres undefined)	169*	-7%	0%	-2%	101*	116%[activator]	-15%
Cc1ccc(-c2n[nH]c(=O)c3ccccc23)cc1S(=O)(=O)Nc1ccc(F)cc1	-5	10%	5%	2%	-2	?	?
Cc1ccc(C(=O)Nc2ccccc2N2CCCC2)cc1S(=O)(=O)N1CCOCC1	nt	-9%	-11%	nt	nt	?	?
CCCn1c(N)c(N(CCOC)C(=O)c2ccccc2F)c(=O)[nH]c1=O	30	2%	-7%	-1%	-2	-12%	24%
CCn1c(C)nc2cc(C(=O)NNC(=O)CCC3CCCC3)ccc21	2	29%	5%	-3%	0	13%	28%
CC(C)(C)N(Cc1ccccc1)C(=O)CN1C(=O)NC2(CCCCCC2)C1=O	nt	-6%	4%	nt	nt	?	?
Cc1nc(SCC(=O)Nc2ccc(F)cc2)c(C#N)c(C)c1CC(=O)c1ccc(Br)cc1	-13	-12%	-3%	12%	-1	nt	?
NC(=O)C1CCN(CC(=O)c2c[nH]c3ccc(F)cc23)CC1	-4	-13%	-18%	10%	2	-30%	47%[activator]
Cn1c(C(C#N)C(=O)Cc2cccc3ccccc23)nc2ccccc21 (centres undefined)	-4	37%[activator]	3%	6%	7	0%	-9%
CCOC(=O)c1ccccc1NC(=O)c1ccc2nc[nH]c2c1	-6	4%	-7%	-3%	5	nt	0%
O=C(NCCc1cccs1)c1ccc(Cl)c(Cl)c1	72*	32%[activator]	0%	-3%	44*	61%[activator]	51%
O=C(/C=C/c1ccccc1)NC(=O)c1ccccc1O	51*	-2%	-3%	-6%	28*	1.3µM*	1.7µM*
Cc1cc(C(=O)NCc2cccnc2)n(-c2ccccc2)n1	-2	-2%	6%	5%	-3	17%	44%[activator]
COc1ccccc1OC(=O)C1CC(=O)N(c2ccc(Cl)cc2)C1 (centres undefined)	-5	-3%	-1%	-1%	-2	15%	nt
COc1ccc(CN2C(=O)Cc3c2nc(N)c2c(N)nc(N4CCOCC4)c(C#N)c32)cc1	-9	66%[activator]	-12%	0%	-3	?	?
Cc1ccccc1N1CC(C(=O)Nc2nnc(SCc3cccnc3)s2)CC1=O (centres undefined)	-12	20%	-11%	-14%	-2	?	?
CNC(=O)COC(=O)c1ccc(NS(=O)(=O)c2ccc3c(c2)OCCO3)cc1	-11	-4%	-9%	10%	-2	17%	0%
COc1ccc(C(=O)Nc2ccc(N3CCN(C(=O)c4cccs4)CC3)cc2)cc1Br	-2	-6%	2%	1%	9	?	9.3µM*
Cc1ccc(C)c(S(=O)(=O)N2CCCCC2CCNC(=O)C(=O)NCc2ccccn2)c1 (centres undefined)	nt	7%	-6%	nt	nt	?	?
N#Cc1ccc(N2C(=O)[C@@H]3C(C(=O)C(c4ccccc4)c4ccccc4)=NN[C@@H]3C2=O)cc1	-12	-16%	-4%	1%	-4	-3%	-28%
CSc1ccccc1-n1nnnc1SCC(=O)Nc1cc(C)ccc1C	-9	0%	-8%	1%	-4	?	nt
CCOC(=O)c1c(NC(=O)Cn2nnc3ccccc32)sc2c1CCC(C)C2 (centres undefined)	-11	-6%	0%	3%	-1	?	nt
Cc1ccccc1C(=O)NCC(=O)Nc1ccccc1C(F)(F)F	3	4%	-1%	-3%	-1	-13%	37%[activator]
Cc1ccc(-n2nnnc2SCC(=O)Nc2ccc3c(c2)COC3=O)cc1C	-4	-9%	1%	2%	17*	-3%	nt
Cc1nn(Cc2ccc(Cl)cc2)c(C)c1NC(=O)c1noc2c1CCCCC2	-15	-9%	5%	3%	4	?	171%[activator]
CC(=O)Nc1ccc(NC(=O)COC(=O)c2ccc(C)s2)cc1	-6	6%	-3%	4%	1	nt	9%
CCOc1cc(C2C(C#N)=C(N)Oc3cc(N)ccc32)ccc1O (centres undefined)	16	-9%	-7%	-5%	10	?	-19%
COc1cc2c(cc1NC(=O)c1cc(-c3ccncc3)nc3ccccc13)oc1ccccc12	6	-17%	2%	1%	-2	1%	12%
COc1ccc(S[C@@H](CCN2CC[C@H](O)CCC2=O)c2ccccc2)cc1	nt	-9%	1%	nt	nt	2%	111%[activator]
COc1cccc(C(=O)N/N=C/c2ccc(OC)c(COc3ccccc3C(N)=O)c2)c1	109*	-6%	6%	-8%	57*	?	?
CC1CC1C(=O)NCCc1ccc(Cl)cc1 (centres undefined)	27	6%	0%	-2%	17	-25%	-17%
COCCNC(=O)CSc1nc(-c2ccccc2)c(-c2ccccc2)o1	-29	0%	5%	-11%	-4	8.3µM*	nt

Further results
SMILES	Shiga toxin inh	AMA1-RON2 inh	Tb PYK inh	LmPK inh	Cycloheximide cs	Pf growth 48h	Pf growth 96h
CCCCN(C)CCN1C(=O)C2C(C(=O)Nc3ccc(OC)cc3)C3C=CC2(O3)C1C(=O)NC1CCCCC1 (centres undefined)	14	-15%	-7%	4%	0	?	?
N#CC1=C(N)N2C(=C(C#N)C13CCCCC3)SC1CCCCC12O (centres undefined)	-5	-12%	0%	9%	0	?	?
O=C(O)C1CSC2c3ccccc3C(=O)N12 (centres undefined)	7	0%	-30%	14%	1	10%	nt
CNC(=O)C(C)c1ncc(C(F)(F)F)cc1Cl (centres undefined)	2	-8%	2%	-2%	-1	17%	-8%
COc1ccc(N(C(=O)CNC(=O)c2ccco2)C(C(=O)NC2CCCCC2)c2ccco2)cc1 (centres undefined)	1	18%	0%	-2%	-2	-11%	nt
O=c1ccc(-c2ccc(S(=O)(=O)NCC3CCN(Cc4cccc(F)c4)CC3)s2)n[nH]1	-5	10%	2%	-9%	-9	5.2µM*	?
c1ccc(CSc2ccc(-c3ccccn3)nn2)nc1	98*	-20%	-9%	-4%	48*	105%[activator]	-79%
COc1ccc(N2C(=O)NC(=O)/C(=C\c3cn(CC(=O)N4CCOCC4)c4ccccc34)C2=O)c(OC)c1	-1	0%	-8%	-5%	0	13%	?
Cc1ccc(NC(=O)c2ccc(S(=O)(=O)N3CCC(C)CC3)cc2)nc1	nt	-5%	5%	nt	nt	?	?
